V1aR counter – activates human V1a receptor in oxytocin agonist counter-screen | P37288 | CHO-V1R cells, Fluo-8 calcium fluorescence, agonist mode; 0% DMSO, 100% 3 nM vasopressin | activation, % at 3 µM | 0.25% of 320,000 active | AID 2797;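 active = activation above the mean activation of all tested compounds plus 3 SD, per screening run, cut at about 20% in these data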;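 also: signal is peak over basal fluorescence ratio across a 100 second FLIPR read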
Target sequence (P37288 whole entry, looked up): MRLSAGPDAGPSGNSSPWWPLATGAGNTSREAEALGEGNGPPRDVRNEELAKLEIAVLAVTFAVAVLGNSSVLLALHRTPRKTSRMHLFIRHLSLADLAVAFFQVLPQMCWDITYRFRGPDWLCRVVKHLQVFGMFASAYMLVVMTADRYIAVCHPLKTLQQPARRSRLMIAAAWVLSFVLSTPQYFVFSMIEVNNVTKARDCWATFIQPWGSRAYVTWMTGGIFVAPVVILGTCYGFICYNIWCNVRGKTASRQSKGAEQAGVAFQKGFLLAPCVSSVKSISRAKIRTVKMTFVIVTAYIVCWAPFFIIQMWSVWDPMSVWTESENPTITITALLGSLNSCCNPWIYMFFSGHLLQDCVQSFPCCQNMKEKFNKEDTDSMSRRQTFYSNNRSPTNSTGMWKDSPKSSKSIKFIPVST
OXTR agonist – human OXTR agonism. P30559. CHO-OTR cells, Fluo-8 calcium fluorescence; normalized: DMSO 0%, oxytocin 100%. activation, % at 3 µM. 0.32% of 320,000 active. AID 2435;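 active = activation above the mean of all tested compounds plus 3 SD, cutoff set per screening run, cut at about 20% in these data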;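 also: peak over basal fluorescence ratio from a 100 s FLIPR kinetic read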
TAAR1 ag – human TAAR1 agonism. Q96RJ0. CHO RD-HGA16 TAAR1, Fluo-8 calcium fluorescence; vehicle wells 0%, saturating PEA agonist 100%. activation, % at 3 µM. 0.99% of 360,000 active;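 active = activation above the mean activation of all test compounds in the run plus 3 SD, cut at about 38% in these data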
Target sequence (Q96RJ0 whole entry, looked up): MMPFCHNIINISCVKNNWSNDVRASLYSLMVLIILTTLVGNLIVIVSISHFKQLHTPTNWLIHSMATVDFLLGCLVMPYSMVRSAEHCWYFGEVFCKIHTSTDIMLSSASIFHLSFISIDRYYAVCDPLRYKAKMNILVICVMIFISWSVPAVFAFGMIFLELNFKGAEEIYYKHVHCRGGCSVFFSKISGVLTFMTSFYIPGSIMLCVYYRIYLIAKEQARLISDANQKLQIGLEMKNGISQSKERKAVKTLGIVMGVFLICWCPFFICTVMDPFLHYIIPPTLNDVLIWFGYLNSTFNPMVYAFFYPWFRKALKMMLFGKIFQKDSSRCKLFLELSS
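System: CHO-derived RD-HGA16 cells with stable Gα16 and human TAAR1 / Times: 17-24 h plating, Fluo-8 75 min 37 °C, 30 min RT / Technique: calcium-sensitive Fluo-8 signal, excitation 470-495, emission 515-575 nm / Measure: % activation relative to PEA EC100 response / Benchmarks: DMSO and PEA EC100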
OXTR potentiate – potentiates the human oxytocin receptor response; activation, % at 3 µM; CHO-OTR cells, Fluo-8 calcium fluorescence, potentiator mode; 0% = oxytocin EC15, 100% = EC100; P30559; 0.061% of 320,000 active;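 active = activation above that plate's cutoff, the mean activation of tested compounds plus 3 SD, cut at about 6.6% in these data, passing the limit was not always enough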;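 also: 100% uses oxytocin at 75 nM as the full agonist control; some results filed as inactive read as strong as hits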
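Assay system: CHO-OTR cells, human receptor / Also added: oxytocin at about EC15, sub-maximal agonist stimulus / Dosing: single dose, 3.0 µM nominal final compound concentration / Incubation: 6 min pre-incubation, 100 s read / Technique: Fluo-8 calcium dye fluorescence / Read-out: % activation vs EC15 and EC100 oxytocin / Benchmarks: EC15 oxytocin low, 75 nM oxytocin high / Replicates: singlicate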
M1 antag – human CHRM1 antagonism; P11229; CHO-K1 hM1, Fluo-8 calcium fluorescence, ACh EC80 antagonist; inhibition, % at 3 µM; 1.3% of 360,000 active; AID 588852;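 active = percent inhibition above its own plate's cutoff, namely the mean of that plate's compound wells plus 3 SD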;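 also: peak over basal fluorescence ratio during 140 s after agonist addition; 0% = ACh EC80 plus DMSO and 100% = DMSO alone without agonist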
M1 PAM – positive allosteric modulators of human M1 muscarinic receptor | P11229 | CHO-K1 hM1, Fluo-8 calcium fluorescence, ACh EC20; 0% = ACh EC20, 100% = maximal ACh | activation, % at 3 µM | 0.088% of 360,000 active; in the data active = activation above about 19%, passing the limit was not always enough
M1 ag – agonists of human M1 muscarinic receptor; 0.33% of 360,000 active; AID 588814; CHO-K1 hM1, Fluo-8 calcium fluorescence, agonist mode; 0% DMSO, 100% acetylcholine EC100; activation, % at 3 µM;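 active = activation above the run's mean compound activation plus 3 SD, cut at about 16% in these data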;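 also: peak over basal fluorescence ratio within a 140 s kinetic read after compound addition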
CHO parental Ca – signal in parental CHO cells, OX1R antagonist counter-screen; parental CHO-K1, ATP-induced calcium, Fluo-8 fluorescence; inhibition, % at 5.6 µM; 0.63% of 330,000 active;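 active = inhibition above that plate's mean sample inhibition plus 3 SD, cut at about 26% in these data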;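 also: 0% = ATP-challenged DMSO wells and 100% = DMSO wells without ATP; some compounds past the cut are filed as inactive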
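Material: parental CHO cells / Compound: single nominal dose of 5.6 µM per compound / Signal: Fluo-8 fluorescence / Replicates: singlicate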
TAAR1 antagonist – antagonists of human TAAR1; 1.5% of 360,000 active; inhibition, % at 3 µM; CHO RD-HGA16 TAAR1, Fluo-8 calcium fluorescence, antagonist; Q96RJ0;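 active = inhibition above a per-plate cutoff, the mean inhibition of test compounds on that plate plus 3 SD, cut at about 49% in these data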;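 also: 0% = DMSO plus EC80 beta-PEA response and 100% = DMSO alone without agonist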
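Test system – hTAAR1-expressing CHO RD-HGA16 cells, Gα16-coupled · Also added – β-PEA at EC80 concentration, post-compound challenge · Compound – 3 µM, single point · Incubation – dye loading 75 min at 37 °C, then 30 min room temperature · Measured by – Fluo-8 intracellular calcium dye fluorescence, real-time kinetic reads · Benchmarks – vehicle and agonist controls · Replicates – singlicate, one well per test compound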
An asterisk follows results filed as active; . = no result given; + = active, no number.

Every second line gives: V1aR counter	OXTR agonist	TAAR1 ag	OXTR potentiate	M1 antag	M1 PAM	M1 ag	CHO parental Ca	TAAR1 antagonist
> Cc1ccc(N(CC(=O)N/N=C/c2ccc(OCC(N)=O)cc2)S(C)(=O)=O)cc1Cl
    -0.2	-1.4	0	-11	-6	8	-9	-7	18
> Cc1nc(NC(=S)NC(=O)c2cccs2)ccc1Br
    0.9	-1.1	3	-7	-8	0	-4	-16	4
> COc1cc(-c2cc(C(=O)O)c3cc4c(cc3n2)OCCO4)cc(OC)c1OC
    -0.4	2.6	1	9	-8	8	-3	-6	-15
> CN(C)S(=O)(=O)c1cccc(NC(=O)CNCC2CCCCC2)c1
    0.3	1.0	2	-18	-5	7	-5	-28	21
> COC(=O)c1ccccc1-c1c2ccc(=N)cc-2oc2cc(N)ccc12
    +	+	+	-12	102*	-24	890*	102*	105*
> COc1ccc(/C=N/NC(=O)CCc2nc3ccccc3[nH]2)cc1
    6.2	-0.8	1	-5	-7	5	-8	2	5
> CC(=O)c1cccc(NC(=O)NC2CCCCC2)c1
    0.1	-0.6	.	-3	3	-1	-4	-6	.
> COc1ccc([C@H]2N[C@]3(CCCN(Cc4ccc(C)cc4)C3=O)[C@H]3C(=O)N(C)C(=O)[C@@H]23)cc1
    .	.	2	.	-2	17	0	.	-26
> COC(=O)c1sccc1NC(=O)Nc1ccc(C)c(C)c1
    .	.	-3	.	-16	10	-6	.	-1
> CC(=O)Nc1cccc(-c2ccnc3c2CC(C(=O)Nc2ccccc2)O3)c1 (configuration not stated)
    .	.	7	.	-10	1	0	.	3

Further compounds:
Every second line gives: V1aR counter	OXTR agonist	TAAR1 ag	OXTR potentiate	M1 antag	M1 PAM	M1 ag	CHO parental Ca	TAAR1 antagonist
> Cc1ccc(C)c(NC(=O)Cc2csc(-c3ccccc3)n2)c1
    -0.8	-2.9	0	-7	7	-5	0	-5	-19
> CN(C)CCCNc1nc2cc(-c3cccc(Cl)c3)sc2c(=O)n1C
    .	.	0	.	-21	14	-6	.	-8
> COc1cc2c(cc1OC)CN(c1ccc(-c3ccccc3OC)nn1)CC2
    3.9	3.2	.	-14	10	-12	-3	-5	.
> COC(=O)NNC(=O)c1ccccc1C
    -0.2	0.6	4	-3	-6	2	-3	5	10
> O=C1CN(C(=O)COC(=O)CCc2ccccc2O)c2ccccc2N1
    2.9	6.1	2	-4	-2	-1	-2	-5	-10
> O=C(CN1C(=O)c2ccccc2C1=O)NC1CCCCC1
    0.7	0.4	2	-8	-13	7	-2	-3	-16
> CCC(C)NC(=O)c1c(N)n(/N=C/c2ccccn2)c2nc3ccccc3nc12 (configuration not stated)
    0.5	1.9	4	0	9	2	-5	-18	28
> COc1ccc(N/C=C/C(=O)c2sc(-c3ccccc3)nc2C)cc1
    2.2	0.1	3	-3	11	-2	-2	-22	35
> CN(C(=O)c1cccc(NC(=O)Cc2ccc(NC(=O)C3CCCN(C(=O)CCc4ccccc4)C3)cc2)c1)C1CCCCC1 (configuration not stated)
    .	.	1	.	19	-2	-8	.	40
> O=C(OC(C(=O)NCC1CCCO1)c1ccc(F)cc1)c1cccs1 (configuration not stated)
    -0.6	-0.5	12	1	9	-3	-5	1	-10

Further results:
Every second line gives: V1aR counter	OXTR agonist	TAAR1 ag	OXTR potentiate	M1 antag	M1 PAM	M1 ag	CHO parental Ca	TAAR1 antagonist
> CC1CC(C(F)F)n2nc(C(=O)Nc3sc4c(c3C#N)CCC(C(C)(C)C)C4)nc2N1 (configuration not stated)
    6.5	0.4	7	-7	-10	4	-3	-2	-3
> COc1cccc(CN2CCN(c3nc4nonc4nc3NC3CC3)CC2)c1
    -0.2	0.2	2	-10	-10	-1	-10	-21	-12
> CC1CCc2nc(NC(=O)Nc3ccc4c(c3)OCO4)sc2C1 (configuration not stated)
    4.5	4.0	10	-6	-9	2	-3	22	2
> CCCNC(=O)C1(C)CCCN(Cc2c3ccccc3nn2C)C1 (configuration not stated)
    .	.	3	.	-17	6	-2	.	-23
> Cc1cc(Oc2cc(NN3CCCCC3)c([N+](=O)[O-])cc2[N+](=O)[O-])c(C(=O)c2ccccc2)cc1Cl
    -0.9	-1.3	6	-8	1	6	-4	-13	-25
> CC1CCN(C(=O)COC(=O)CCCN2C(=O)c3cccc4cccc(c34)C2=O)CC1
    .	.	0	.	-2	0	-3	.	-19
> COc1cccc(/C=N/NC(=O)c2nnn(-c3nonc3N)c2C(C)C)c1OCc1ccc(F)cc1
    3.7	2.8	.	-13	4	0	-2	-4	.
> O=C(COc1cccnc1[N+](=O)[O-])Nc1ccc(Cl)c(S(=O)(=O)N2CCOCC2)c1
    0.9	1.5	7	-2	-8	2	-4	-15	-26
> COC(=O)CNC(=O)CCC(=O)N1CCN(C(c2ccccc2)c2ccccc2)CC1
    0.6	0.6	0	2	-3	-5	-10	-9	-9
> N#C/C(=C\c1ccccc1Cl)C(=O)Nc1ccccn1
    0.7	0.8	3	-5	-13	14	0	-2	-8

The listing continues.
Every second line gives: V1aR counter	OXTR agonist	TAAR1 ag	OXTR potentiate	M1 antag	M1 PAM	M1 ag	CHO parental Ca	TAAR1 antagonist
> N#CC1=C(N)N(c2ccccc2)C(=O)C1
    0.1	1.6	12	-8	10	-6	-2	-6	-1
> CCOC(=O)N1CCC(NC(=O)CN2C(=O)CCSc3ccccc32)CC1
    -0.2	-0.3	1	-4	12	-9	-4	1	-20
> O=S(=O)(NCC1OCCc2ccccc21)c1ccccc1 (configuration not stated)
    -0.4	-1.2	-1	-6	0	-2	-6	-12	-15
> Cc1onc(-c2ccccc2Cl)c1C(=O)N1CCc2ccccc21
    -1.5	-1.6	4	2	1	-2	-8	-19	-8
> CCc1cc(=O)oc2cc(C)cc(OC(C)C(=O)NC3CCN(Cc4ccccc4)CC3)c12 (configuration not stated)
    0.5	-1.1	2	4	12	-7	23*	-15	-33
> CSc1ccccc1NC(=O)c1cnc2scc(C)n2c1=O
    -1.6	-1.2	0	-1	0	-4	-9	-20	-7
> COC(=O)C1=C(C)N(Cc2ccccc2)C(=NCCc2c[nH]c3ccccc23)N[C@H]1c1cccc(C(F)(F)F)c1
    20*	16	.	-5	1	4	-1	38	.
> CC(C)(C)c1cc(O)c(C(C)(C)C)cc1O
    48*	71*	.	-26	.	.	.	0	.
> CCOc1cc(C)c(Cl)cc1S(=O)(=O)N1CCCC1
    -1.4	-2.8	1	-9	-11	4	-8	-10	-2
> COCc1cc(C)nc2sc(C(=O)NCCO)c(-n3cccc3)c12
    0.3	-0.2	2	-6	-4	9	-6	-9	-22

(more compounds)
Every second line gives: V1aR counter	OXTR agonist	TAAR1 ag	OXTR potentiate	M1 antag	M1 PAM	M1 ag	CHO parental Ca	TAAR1 antagonist
> O=C(O)CNS(=O)(=O)c1ccc2c(c1)Cc1cc(S(=O)(=O)NCC(=O)O)ccc1-2
    1.4	-0.5	1	4	-11	8	-4	-5	12
> CCc1cccc2c1NC(=O)C2(O)N1CCCC(C)C1 (configuration not stated)
    0.3	0.2	2	-5	7	-2	-3	-4	-19
> O=C(COc1ccc(S(=O)(=O)N2CCOCC2)cc1)Nc1ccc2c(c1)OCCO2
    0.4	0.5	6	-8	5	-3	-4	-7	-16
> COC(=O)c1cc(NC(=S)N2CCN(C(=O)C3CCCO3)CC2)cc(C(=O)OC)c1 (configuration not stated)
    0.2	-0.7	14	-12	10	0	-1	-12	6
> CNC(=S)N(CCc1ccc(OC)c(OC)c1)C1CC(=O)N(c2ccccc2)C1=O (configuration not stated)
    2.8	7.7	.	-12	-8	9	2	-25	.
> C=CCNC(=O)c1ccc(CSc2nc3ccccc3s2)cc1
    4.0	2.5	2	-11	-10	1	-2	-17	-8
> O=C1c2ccccc2C(=O)N1CCc1c[nH]c2ccccc12
    3.0	2.0	1	-18	-5	7	-3	-3	23
> O=C(NCC(c1ccc(F)cc1)N1CCOCC1)c1c(F)cccc1F (configuration not stated)
    5.7	-0.1	2	-4	-3	2	-3	-2	-34

As a working copy, some entries already given:
Every second line gives: V1aR counter	OXTR agonist	TAAR1 ag	OXTR potentiate	M1 antag	M1 PAM	M1 ag	CHO parental Ca	TAAR1 antagonist
> Cc1ccc(N(CC(=O)N/N=C/c2ccc(OCC(N)=O)cc2)S(C)(=O)=O)cc1Cl
    -0.2	-1.4	0	-11	-6	8	-9	-7	18
> Cc1nc(NC(=S)NC(=O)c2cccs2)ccc1Br
    0.9	-1.1	3	-7	-8	0	-4	-16	4
> COc1cc(-c2cc(C(=O)O)c3cc4c(cc3n2)OCCO4)cc(OC)c1OC
    -0.4	2.6	1	9	-8	8	-3	-6	-15
> CN(C)S(=O)(=O)c1cccc(NC(=O)CNCC2CCCCC2)c1
    0.3	1.0	2	-18	-5	7	-5	-28	21
> COC(=O)c1ccccc1-c1c2ccc(=N)cc-2oc2cc(N)ccc12
    +	+	+	-12	102*	-24	890*	102*	105*
> COc1ccc(/C=N/NC(=O)CCc2nc3ccccc3[nH]2)cc1
    6.2	-0.8	1	-5	-7	5	-8	2	5
> CC(=O)c1cccc(NC(=O)NC2CCCCC2)c1
    0.1	-0.6	.	-3	3	-1	-4	-6	.
> COc1ccc([C@H]2N[C@]3(CCCN(Cc4ccc(C)cc4)C3=O)[C@H]3C(=O)N(C)C(=O)[C@@H]23)cc1
    .	.	2	.	-2	17	0	.	-26
> COC(=O)c1sccc1NC(=O)Nc1ccc(C)c(C)c1
    .	.	-3	.	-16	10	-6	.	-1
> CC(=O)Nc1cccc(-c2ccnc3c2CC(C(=O)Nc2ccccc2)O3)c1 (configuration not stated)
    .	.	7	.	-10	1	0	.	3
> Cc1ccc(C)c(NC(=O)Cc2csc(-c3ccccc3)n2)c1
    -0.8	-2.9	0	-7	7	-5	0	-5	-19
> CN(C)CCCNc1nc2cc(-c3cccc(Cl)c3)sc2c(=O)n1C
    .	.	0	.	-21	14	-6	.	-8
> COc1cc2c(cc1OC)CN(c1ccc(-c3ccccc3OC)nn1)CC2
    3.9	3.2	.	-14	10	-12	-3	-5	.
> COC(=O)NNC(=O)c1ccccc1C
    -0.2	0.6	4	-3	-6	2	-3	5	10
> O=C1CN(C(=O)COC(=O)CCc2ccccc2O)c2ccccc2N1
    2.9	6.1	2	-4	-2	-1	-2	-5	-10
> O=C(CN1C(=O)c2ccccc2C1=O)NC1CCCCC1
    0.7	0.4	2	-8	-13	7	-2	-3	-16

Source: PubChem
